Compound activity deposited in PubChem by Emory University Molecular Libraries Screening Center.
14-3-3g Raf: alters human 14-3-3 gamma binding to Raf peptide | FP, 14-3-3gamma / TMR-pS259-Raf peptide binding | inhibition, % at 40 µM | 160,000 compounds, 0.19% hits | P61981; in the data active means inhibition above about 30%;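 further: 0% = protein plus tracer without compound and 100% = blank with tracer alone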
Target sequence (P61981 whole entry, looked up): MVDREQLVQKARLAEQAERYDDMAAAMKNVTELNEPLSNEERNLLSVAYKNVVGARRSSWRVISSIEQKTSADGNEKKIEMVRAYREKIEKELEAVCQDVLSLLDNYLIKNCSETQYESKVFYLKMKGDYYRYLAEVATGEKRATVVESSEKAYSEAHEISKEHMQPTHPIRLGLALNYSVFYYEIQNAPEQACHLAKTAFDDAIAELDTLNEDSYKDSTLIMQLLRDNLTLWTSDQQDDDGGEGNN
* = called active by the depositor; & = joins results of further samples. This is a subset, so the mix of outcomes need not match the whole.

Structure,14-3-3g Raf
O=C(O)CCNC(=O)Cn1ccc2ccccc2c1=O,-11.1
COc1ccc(CCNC(=O)c2cc(=O)[nH]c3ccc(Br)cc23)cc1OC,1.6
O=C(c1ccc(C(=O)N2CCN(c3ccccc3F)CC2)nc1)N1CCN(c2ccccc2F)CC1,1.6
O=C(NCCSc1c[nH]c2ccccc12)c1ccccc1Cl,-0.7
Cc1cc2nc(Cc3cccc([N+](=O)[O-])c3)c(=O)[nH]c2cc1C,-4.8
COc1cccc(NC2=NC3(CCCCC3)N=C(N)N2)c1,8.9
COC(=O)CSc1nc(N2CCCCC2)c2c(c1C#N)CCCC2,8.2
Cc1cccc(OCC(=O)Nc2ccccc2N2CCCCC2)c1,-6.2
Fc1ccc(-c2cc(C(F)(F)F)[nH]n2)cc1,1.7
Cc1ccc(CNC(=O)CCc2nc(-c3ccccc3F)no2)cc1,7.3
Cc1ccc(OCC(=O)Nc2ccc(-c3nc4ccccc4o3)cc2)c(C)c1,-106.7
Cc1cc(=O)n2nc(N)sc2n1,-4.1
Cc1c(Br)c(C(F)(F)F)nn1CC(N)=O,-2.9
CS(=O)(=O)Nc1ccc(C(=O)Nc2ccccc2C(=O)N2CCCC2)cc1,-0.2
O=C1C2C(C(=O)N1c1ccc(F)cc1)C1C=CC2C12CC2 (centres undefined),-5.5
CC(C)(C)C(=O)c1sc(Nc2ccccc2)nc1N,-6.3
S=C1NCCCc2cnn(-c3ccccc3)c21,-0.3
COc1ccc(S(=O)(=O)NCCC(=O)NC2CCCCC2C)cc1 (centres undefined),-1.4
CC1CCN(Cc2cc(COCc3ccccc3)c3cccnc3c2O)CC1,-8.4
COc1ccc(Cl)cc1NC(=O)C(=O)NCC(C)C,-0.6
COc1ccccc1N1CCN(C(=O)c2cc(-c3ccc4c(c3)OCO4)on2)CC1,-8.9
CCCCCCc1nc2c(=O)[nH]c3ccccc3c2o1,-1.5
CCOC(=O)C(Cc1ccccc1)NS(=O)(=O)c1ccc(NC(C)=O)cc1 (centres undefined),2.8
Cc1nc(Nc2ccc(F)cc2)c2c(C)c(C)sc2n1,6.7
O=C(Nc1nc2nccc(-c3ccccc3)n2n1)c1ccc(F)cc1,1.4
CCCOC(=O)c1cccc(NC(=O)CN2C(=O)c3ccccc3C2=O)c1,-3.8
O=C(O)c1ccc(Nc2ncnc3[nH]ncc23)cc1,-1.5
Cc1ccc(C(=O)COC(=O)c2cccc(N3C(=O)C4C5CCC(C5)C4C3=O)c2)cc1[N+](=O)[O-] (centres undefined),-7.1
COc1cc(-c2ccc(O)c(O)c2)cc(=O)c2c(C)oc(C)c12,10.1
CCC(=O)N1CCc2cc(Br)cc(S(=O)(=O)NCCN3CCCCC3CC)c21 (centres undefined),-16.2
O=C(O)CN1C(=O)c2ccccc2S1(=O)=O,-20.0
C=CCNC(=O)CCC(=O)OC(C)C,-3.5
Cc1cccc(-n2c(=O)c3ccccc3n(CC(=O)C(C)(C)C)c2=O)c1,-3.4
COCCNC(=O)CSc1nc2cc(OC)c(OC)cc2c(=O)n1Cc1ccco1,-11.3
O=[N+]([O-])c1cccc(S(=O)(=O)Nc2ccc(Br)cn2)c1,-8.7
COc1ccc(C2CC(c3cccs3)=NN2S(=O)(=O)c2ccc(C)cc2)cc1 (centres undefined),-4.8
Cn1c(=O)n(CC(=O)NCc2cccnc2)c(=O)c2ccccc21,-0.4
COc1ccc(OC)c(NC(=O)C2CCN(S(=O)(=O)c3c(C)noc3C)CC2)c1,-4.2
C=CCNC(=O)c1cnn2c(C)c(Cc3ccc(C)cc3)c(C)nc12,-1.4
COc1ccc(-c2nnc(Oc3cccc(NC(C)=O)c3)c3ccccc23)cc1,-2.6
N#Cc1ccc(C2N(Cc3ccccc3)CCN2Cc2ccccc2)cc1,-3.4
CCCCOc1ccc(-c2nnc(-c3ccncc3)o2)cc1,-2.7
Cc1ccc(S(=O)(=O)N(C)CC(=O)NC2CC2)cc1,-6.6
CN(C)c1cccc(NC(=O)c2ccc(C(C)(C)C)cc2)c1,-4.7
COc1ccc(-c2nnc(NC(=O)c3ccc(S(=O)(=O)N4COCC4(C)C)cc3)o2)cc1,-5.8&-7.1
Cc1ccc(S(=O)(=O)NCC2CCC(C(=O)NCc3ccccc3)CC2)cc1 (centres undefined),-2.0
Cc1nn(C(=O)c2cccs2)c(C)c1CN1C(=O)c2ccccc2C1=O,-2.5
COc1cc(-c2csc(N)n2)ccc1O,-5.8
CCOC(=O)C(CC)Oc1ccc2c(C(F)(F)F)cc(=O)oc2c1 (centres undefined),-8.4
C=CSc1sc(Cl)c(N(C)Cc2ccccc2)c1[N+](=O)[O-],-28.7

Additional results:
Structure,14-3-3g Raf
O=C(C1CCCN1S(=O)(=O)c1ccc(Cl)c(Cl)c1)N1CCCCC1 (centres undefined),2.3
CCOc1ccc2c(c1)C(NCCN1CCOCC1)CC(C)(C)O2 (centres undefined),-3.8
Cc1cc(C2C(C#N)=C(N)SC(N)=C2C#N)c(C)s1,-97.4
O=C(CSc1nc2sc3c(c2c(=O)n1-c1ccccc1)CCC3)c1cccs1,-27.9
O=C(NCCCN=C1NS(=O)(=O)c2ccccc21)c1ccncc1,-4.5
Cc1cc(N2CCN(C)CC2)nc2ccc(NC(=O)c3cccs3)cc12,-0.8
COc1ccc(S(=O)(=O)N(CC(=O)NCC2CCCO2)c2ccccc2)cc1OC (centres undefined),7.2
CS(=O)(=O)N(CC(=O)NCCSCc1cccc(Cl)c1)c1ccc2c(c1)OCO2,-13.9
O=C(Nc1nc(-c2ccc(Br)cc2)cs1)c1cc(Cl)ccc1[N+](=O)[O-],-15.2
COC(=O)c1ccccc1NC(=O)COc1ccc2c(c1)OCO2,-1.3
CN1CCN(c2cc(N3CCN(S(=O)(=O)c4ccc5ccccc5c4)CC3)ccc2[N+](=O)[O-])CC1,-1.1
Cc1cccc(CN2CCN(C(=O)c3ccccc3F)CC2)c1,-8.7
COC(=O)CCC(=O)Nc1ccccc1C(N)=O,1.7
[O-][N+](=Cc1ccncc1)c1ccccc1,1.7
CNC(=O)C1CC(=O)N(Cc2ccc(OC)cc2)C(=Nc2ccccc2)S1 (centres undefined),1.7
O=C(Nc1ccc(Br)c2cccnc12)C(C(F)(F)F)C(F)(F)F,-25.3
CS(=O)(=O)Nc1ccc(C2=NN(S(C)(=O)=O)C(c3cccc(F)c3)C2)cc1 (centres undefined),-274.6
Cc1cc(N2CCCCC2)n2nc(C)c(-c3ccccc3)c2n1,2.5
COc1ccc(C(=O)Nc2ccc(-c3nc4ncccc4o3)cc2)cc1Cl,-12.9
c1ccc2c(c1)[nH]c1c(N3CCCC3)ncnc12,-4.4
COc1ccc(-c2oc3ncn4nc(CSc5nc6ccccc6o5)nc4c3c2-c2ccc(OC)cc2)cc1,-2.6
Cc1nn(Cc2ccccc2)c(C)c1NC(=O)c1cc(-c2cccs2)on1,-6.2
CSc1nnc(-c2ccccc2)o1,-2.6
O=C(Cn1c(=O)oc2cc(Br)ccc21)c1ccccc1,-4.6
Cc1ccnc(NC(c2ccc3cccnc3c2O)c2sccc2C)c1 (centres undefined),3.0
O=C(CSc1nc2c(c(=O)n1-c1ccc(Cl)cc1)SCC2)OCc1ccccc1,-0.9
COc1cc(NC(=O)c2ccccc2Cl)c(OC)cc1NC(=O)CN1CCOCC1,-2.9
C=CCC1Cc2ccccc2C(CC=C)N1 (centres undefined),-9.3
CC(=O)N1CCN(c2ccc(C(=O)O)cc2[N+](=O)[O-])CC1,-1.1
COc1ccc(C2C(C(=O)N(C)C3CCCCC3)CCC(=O)N2c2cc(OC)c(OC)c(OC)c2)cc1 (centres undefined),2.6
COc1cc(CNC2CCCC2)cc(OC)c1,-4.9
CCC(C)(O)C#CC#CC(C)(O)CC (centres undefined),-11.9
COc1ccc2c(c1)c(=O)oc1cc(OCC(=O)N3CCCC(C)C3)ccc12 (centres undefined),-10.3
Cc1cc(NC(=O)c2cc(-c3ccc4c(c3)OCO4)on2)nn1Cc1ccc(Cl)cc1,-6.7
COc1ccc(-c2ccc(=O)n(CC(=O)NCc3ccco3)n2)cc1,1.8&-14.1
COCCN1C(=S)NC2CC1(C)Oc1ccc(Cl)cc12 (centres undefined),-5.5
COCCCNC(=O)CCCC1=NS(=O)(=O)c2ccccc2N1,-2.4
COC(=O)c1ccc(OC(=O)c2ccc([N+](=O)[O-])cc2Cl)c(OC)c1,-3.9
COc1ccc(S(=O)(=O)NCc2csc(C)n2)cc1,-1.7
COc1ccc(N2CCN(C(=O)c3ccc4c(=O)n(CCc5ccccc5)c(=O)[nH]c4c3)CC2)cc1,-4.9
Cn1nnnc1NCc1c(F)cccc1Cl,1.7
Cc1ccccc1C(=O)N1CCC(C(=O)Nc2ccc3c(c2)OCO3)CC1,-3.2
CCN(C(=O)c1coc(=O)c2ccccc12)c1ccc(C)c(C)c1,1.7
S=c1[nH]c2ccccc2c2c1CCC2,-36.1
CSc1cccc(NC(=O)CSc2nc3nc(C)c(Cc4ccccc4)c(C)n3n2)c1,-48.3
COC(=O)C1=CN(C23CC4CC(CC(C4)C2)C3)C=C(C(=O)OC)C1c1ccccc1OC(C)C,4.8
Cc1ccccc1Nc1c(-c2cccs2)nc2cccc(C)n12,-7.3
CCc1nnc(NC(=O)c2sc3nc4c(cc3c2N)CCCCCC4)s1,4.1
Cc1ccc(-c2nc3ccccc3s2)cc1NC(=O)c1ccco1,-9.4
CC1=C(C(=O)NCc2ccccc2)C(c2ccc(C)o2)n2ncnc2N1 (centres undefined),-7.3

New compounds follow
Structure,14-3-3g Raf
COc1ccc(Nc2ncnc3c2cnn3-c2cccc(C)c2)cc1OC,0.2
CCC(=O)Nc1nc(C)c(-c2csc(NCc3ccco3)n2)s1,-2.6
CCCSc1nc2c(c(=O)n1-c1ccc(F)cc1)SCC2,-11.0
CCN(CC)c1ccc(NC(=O)c2ccco2)cc1,-4.5&0.2
Cc1c(C(=O)NCc2ccccc2)oc2ccc(S(=O)(=O)N(C)C3CCCCC3)cc12,0.7
CC1CN(C(=O)c2scc3c2OCCO3)CC(C)O1 (centres undefined),-2.4
CC(C)c1ccc(NC(=O)C(c2cc3c(cc2[N+](=O)[O-])OCO3)N2CCOCC2)cc1 (centres undefined),-1.3
COc1ccc(-c2c(C#N)c(N)nc3sc(C(=O)c4ccc(Cl)cc4)c(N)c23)cc1,-49.3
CCCn1c(SCC(=O)NCC2CCCO2)nc2c1c(=O)n(C)c(=O)n2C (centres undefined),-6.7
COc1cc(OC)cc(C(=O)N=c2sc3cc(F)ccc3n2C)c1,4.8
O=C(Nc1nc2ccc([N+](=O)[O-])cc2s1)C1CCCCC1,-4.4
CCN1CC2=C(OC(N)=C(C#N)C2c2cccs2)/C(=C/c2cccs2)C1 (centres undefined),-30.5
CCC(C)n1c(SCC(=O)Nc2ccc(OC)cc2OC)nc2ccsc2c1=O (centres undefined),-7.8
Cc1cc(C)n2nc(SCC(=O)N(C)Cc3ccccc3)nc2n1,-10.0
COc1cccc2c(=O)c3c(cnn3C)n(C)c12,-2.7
O=C(Nc1ccc(-c2noc(COc3ccc(Br)cc3)n2)cc1)c1cccnc1,-10.7
O=C(c1cc2sccc2n1Cc1ccccc1)N1CCc2ccccc21,-1.5
Cc1ccccc1Cn1cc(S(=O)(=O)CC(=O)N2CCc3ccccc32)c2ccccc21,-13.1
Nc1nc2c(s1)CCc1c-2no[n+]1[O-],-5.5
O=C(c1ccc(N2C(=O)C3CC=C(Cl)CC3C2=O)cc1)N1CCCCC1 (centres undefined),-2.5&-12.6
CC12COC3(C(=O)Nc4ccccc4Cl)CC1CCC32C (centres undefined),-2.3
COc1ccc(-c2nc(C#N)c(NCCc3ccccc3)o2)cc1,3.1
CCOc1ccccc1C(=O)Nc1c2c(nn1-c1ccc(OC)cc1)CS(=O)C2 (centres undefined),4.3
O=C(c1cc2ccccc2oc1=O)N1CCCN(C(=O)c2cc3ccccc3oc2=O)CC1,2.6&-14.9
COc1ccc(CCn2c(N3CCN(Cc4ccccc4)CC3)nc3c2c(=O)[nH]c(=O)n3C)cc1,-7.0
COC(=O)c1ccc(NC(=O)C23CC4CC(C2)CC(n2cncn2)(C4)C3)cc1,-1.0
COC(=O)c1nc2n(n1)C(c1ccc(OC)cc1)C(C(=O)OC1CCCCC1)=C(C)N2 (centres undefined),0.7
COc1ccc(S(=O)(=O)N2CCN(CC(=O)c3cccc(OC)c3)CC2)cc1,-8.6
Cc1cc(N)n2ncc(-c3ccccc3)c2n1,0.5
Cc1ccc(N2C(=O)C3C(C2=O)C2C=CC3C23CC3)cc1 (centres undefined),-2.2
CC(c1nnc(SCC(=O)Nc2sccc2C#N)n1-c1ccc(Cl)cc1)N(C)C (centres undefined),-43.7
CC(=O)Nc1cc(C(=O)N2CCCCCC2)ccc1Sc1ccc(Cl)cc1,-4.3
CN1[C@@H]2CC(OC(=O)[C@H](CO)c3ccccc3)C[C@H]1[C@@H]1O[C@@H]12 (some centres undefined),-2.3
CCOC(=O)c1c(NC(=O)CC2Sc3ccc(C(F)(F)F)cc3NC2=O)sc2c1CCC(C)C2 (centres undefined),1.0
O=C(Nc1ccc(Cl)cc1)N1CCSCC1,0.1&6.8
Cc1nc2sc(C(c3ccccc3)N3CCOCC3)c(O)n2n1 (centres undefined),-11.9

Sorted by the number under 14-3-3g Raf (descending): 4 of the compounds above.
Structure,14-3-3g Raf
Cc1ccc(N2C(=O)C3C(C2=O)C2C=CC3C23CC3)cc1 (centres undefined),-2.2
CC(=O)Nc1cc(C(=O)N2CCCCCC2)ccc1Sc1ccc(Cl)cc1,-4.3
Cc1nc2sc(C(c3ccccc3)N3CCOCC3)c(O)n2n1 (centres undefined),-11.9
CC(c1nnc(SCC(=O)Nc2sccc2C#N)n1-c1ccc(Cl)cc1)N(C)C (centres undefined),-43.7
